Source: PubChem BioAssay
CatL inh: inhibitors of human cathepsin L; inhibition, %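 (tested at 10 µM)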; 0.17% of 58,000 active; P07711; purified cathepsin L, fluorogenic substrate, fluorescence; in the data active means inhibition above about 45%;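 further: 0% = enzyme with no compound and 100% = no enzyme blank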
CatB mix inh: human cathepsin B inhibition by mixtures | 0.06% of 62,000 active | AID 488 | Purified cathepsin B, AMC dipeptide fluorescence, compound mixtures | inhibition, %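 (ten-compound pools at 5 µM per compound and 50 µM total)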; in the data active means inhibition above about 22%, passing the limit was not always enough;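 further: 0% = enzyme without compound and 100% = no enzyme blank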
AP ELISA ortho: alternative pathway complement inhibition, orthogonal assay | Human serum alternative complement pathway, LPS-coated ELISA, C3 deposition; tested in compound mixtures | inhibition, % at 5 µM | 0.08% of 62,000 active;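 active means inhibition above 30% in each of the two pooled mixtures holding the compound, so the lower value exceeds 30%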;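 further: 0% = serum in Mg-EGTA without compound and 100% = EDTA serum blank; some compounds past the cut are filed as inactive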
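Assay system: human serum alternative complement pathway, C3 deposition on LPS-coated wells; Dosing: 5 µM per compound in ten-compound mixtures; Detection: Anti-C3 ELISA, OD 450 nm; Buffer or medium: Mg2+-EGTA GVB++ buffer containing human serum at 1:15 dilution; Timing: 1 h at 37 °C; Replication: two different pools per compound.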
Cathepsin G inh: blocks human cathepsin G enzyme activity; AID 581; inhibition, % at 5 µM (by protocol); P08311; purified enzyme, AMC-tetrapeptide fluorescence, pooled mixtures; 0.2% of 62,000 active;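 active means inhibition above 20% in each of the two mixture wells holding the compound; inactive means inhibition of 20% or less in either well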;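 further: 0% = enzyme control without mixture and 100% = blank lacking enzyme; strong numbers were not always called active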
Ec RNAP inh: blocks E. coli RNA polymerase transcription | inhibition, %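 (tested at 10 µM)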 | fluorescence transcription assay | P0A8V2 | 0.2% of 62,000 active | AID 559; in the data active means inhibition above about 20%;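 further: 0% = enzyme without compound and 100% = no enzyme blank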
C1s inh: human complement C1s inhibition. P09871. purified C1s, fluorogenic AMC substrate, pooled mixtures. mean inhibition % of two 10-compound mixtures (active compounds read high), % at 5 µM (by protocol). 0.16% of 62,000 active. AID 538;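 active means inhibition above 20% in each of the two 10-compound mixture wells holding the compound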;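 further: 0% = enzyme wells lacking compound mixture and 100% = no-enzyme blank wells; some compounds called inactive have numbers as strong as hits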
FXIa mix inh: blocks human factor XIa in pooled compound mixtures. purified FXIa, fluorogenic substrate. inhibition, % at 5 µM. 0.19% of 62,000 active; in the data active means inhibition above about 20%, passing the limit was not always enough;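 further: each value is inhibition by a whole ten-compound pool holding the compound; 0% = enzyme with no mixture and 100% = wells lacking enzyme; strong numbers were not always called active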
CatB inh: inhibitors of human cathepsin B; P07858; purified cathepsin B, fluorogenic substrate, fluorescence; inhibition, %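 (tested at 10 µM)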; 0.1% of 63,000 active; AID 453; in the data active means inhibition above about 21%;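 further: 0% = enzyme with no compound and 100% = no enzyme blank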
CatS inh: human cathepsin S inhibition. 0.06% of 62,000 active. AID 501. recombinant cathepsin S, AMC dipeptide fluorescence, pooled mixtures. P25774. inhibition, %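 (tested at 5 µM per compound within 10-compound mixtures)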; in the data active means inhibition above about 32%, passing the limit was not always enough;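 further: 0% = enzyme without compound and 100% = blank without enzyme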
The depositor's hits bear a star; / = not tested or not shown. An excerpt. The share of hits here may be higher or lower than overall.

no.	structure	AP ELISA ortho	Cathepsin G inh	CatB mix inh	CatB inh	CatL inh	FXIa mix inh	Ec RNAP inh	CatS inh	C1s inh
1	CCc1nnc(NC(=O)CSc2nnc(CNc3ccc(F)cc3)n2C2CCCCC2)s1	3	9	0	3	11	3	8	3	14
2	COc1cccc(/C=C2\N=C(SC)SC2=O)c1OC	20	-2	5	0	5	3	7	-4	-6
3	COc1ccc(-n2c(COc3cccc(C)c3)nnc2SCC(=O)NCc2ccco2)cc1	1	-11	-8	5	10	-27	22*	-3	-73
4	Cc1nnc(N(C)C(=O)Cc2ccc3c(c2)OCO3)s1	1	2	-5	2	2	0	-2	4	-9
5	Cc1cc(N2CCN(S(=O)(=O)Cc3ccccc3)CC2)n2ncnc2n1	-34	-12	6	8	10	4	3	9	-14
6	CCc1nc(N2CCCC(C)C2)c2oc3ccccc3c2n1 (centres undefined)	1	5	-2	0	22	1	4	-8	0
7	O=C(O)Cc1ccc2[nH]c3ccc(CC(=O)O)cc3c2c1	6	-3	2	3	0	3	4	-2	-5
8	CCOC(=O)N1CCN(C(=O)c2ccccc2N(C)S(C)(=O)=O)CC1	18	7	3	1	-24	9	2	-6	16
9	COC(=O)n1c(=O)oc2cc(S(=O)(=O)N3CCCCC3)ccc21	11	5	-5	-1	1	-2	1	-8	1
10	COCC(=O)N(C)c1nnc(-c2ccccn2)s1	5	18	0	0	-2	3	-9	10	-15
11	CN(c1ccc(C(=O)O)cc1)S(=O)(=O)c1ccccc1	2	21	2	8	22	1	14	1	2
12	Cc1ccc2c(c1)c1c3n2CCCNC3CCC1 (centres undefined)	-5	-3	-6	0	/	-10	6	2	-17
13	CN1CCN(C(=O)c2cc(-c3cccc(Cl)c3)on2)CC1	6	2	8	-3	26	14	8	12	-29
14	COc1cc(NC(=O)c2cc(-c3ccco3)on2)c(OC)cc1Cl	11	8	4	5	-20	3	-1	-5	7
15	CC(C(=O)Nc1ccc(S(=O)(=O)N2CCOCC2)cc1)N(c1ccccc1)S(C)(=O)=O (centres undefined)	-1	-2	2	0	0	0	6	4	-10
16	CCOc1ccc(CCNC(=O)C2CCN(c3nnc(-n4cccc4)s3)CC2)cc1OCC	1	21	-3	8	10	9	1	6	25
17	CCCC(=O)OCCn1c(Br)nc2c1c(=O)[nH]c(=O)n2C	7	9	7	4	2	1	9	0	-2
18	CCN(CC)CCNC(=O)c1c(O)c2c([nH]c1=O)CCCC2	-6	17	-7	2	10	5	12	11	11
19	CCOc1ccc(N(CC(=O)Nc2ccc(C)cc2)S(=O)(=O)c2c(C)noc2C)cc1	23	-2	-1	-1	/	-8	3	5	0
20	COCCNC(=O)C(c1ccccc1)N(C(=O)Cn1nnc2ccccc21)c1cccnc1 (centres undefined)	2	4	23	1	/	8	8	22	3

no.	structure	AP ELISA ortho	Cathepsin G inh	CatB mix inh	CatB inh	CatL inh	FXIa mix inh	Ec RNAP inh	CatS inh	C1s inh
21	Cc1ccc(C)c(N2CCN(CCCNC(=O)Cn3cc4c(n3)CCCCC4)CC2)c1	19	8	8	4	12	2	5	15	2
22	COc1ccc(-c2cc3ccc(OCc4nn[nH]n4)cc3oc2=O)cc1	6	-36	-13	-31	-161	-48	-150	-46	-281
23	O=C(Cn1cc(C(=S)N2CCOCC2)c2ccccc21)N1CCOCC1	-6	-2	-5	-2	/	3	3	8	-13
24	O=C1CSC(c2cccnc2)N1C1CCCCC1 (centres undefined)	3	-3	3	-6	7	7	0	6	-29
25	CCCc1ccc(-c2ccc(F)c(N)c2)nc1	29	-2	-1	0	2	5	-6	4	2
26	CC(C)(C)NC[C@H](O)COc1nsnc1N1CCOCC1	2	-6	1	0	31	0	9	-2	2
27	O=C(NCc1cccnc1)c1cn(CCc2ccccc2)nn1	16	7	5	0	7	11	4	-5	7
28	COC(=O)C1=C(C)N(c2cccc(Cl)c2)C(=O)C1	2	1	7	0	24	10	13	6	5
29	CC(=O)OC[C@H]1O[C@@H](n2ncc(=O)[nH]c2=O)[C@H](OC(C)=O)[C@@H]1OC(C)=O	7	12	-8	5	-13	0	6	-2	4
30	CCOC(=O)c1ccc(NC(=O)N(CC)CC)cc1	-1	-2	1	4	/	11	-2	39	-7
31	CCOc1ccccc1-c1nc(C(N)=O)c2[nH]c(=O)n(-c3ccccc3)c2n1	24	12	2	-3	0	5	3	-1	11
32	CC(NC(=O)C1CCC1)c1ccc2c(c1)OCO2 (centres undefined)	1	7	2	4	10	8	11	3	12
33	O=C(NCc1cccnc1)Nc1cccc(NC(=O)NCc2cccnc2)c1	20	32	-2	-1	2	8	-10	-2	5
34	Cc1oc(-c2ccc(Cl)cc2)nc1CN1CCCC(C(=O)NCc2ccccn2)C1 (centres undefined)	9	11	6	4	4	-3	4	2	13
35	Cc1nc2c([nH]1)C1(CCN(Cc3ccccc3)CC1)C(C#N)=C(N)O2	13	-2	-2	-3	0	3	-4	0	-9
36	CS(=O)(=O)N(Cc1nc2sc3c(c2c(=O)[nH]1)CCCC3)C1CCCCC1	-5	-34	6	5	7	-1	7	35	0
37	O=C1NC(c2cccs2)Nc2ccccc21 (centres undefined)	2	8	1	-2	-8	3	3	15	-18
38	Clc1ccc(-c2nn3c(-c4ccccn4)nnc3s2)c(Cl)c1	10	-2	-4	1	-6	4	-6	-4	1
39	COc1ccc(CCNC(=O)C2CC(=O)N(C3CCCC3)C2)cc1OC (centres undefined)	16	-1	3	0	-6	4	0	1	-4
40	Cc1cc(C(=O)N2CCN(C/C=C/c3ccccc3)CC2)cs1	8	-3	-1	4	1	5	4	-1	-1

The list goes on, overlapping the part above by three compounds.
no.	structure	AP ELISA ortho	Cathepsin G inh	CatB mix inh	CatB inh	CatL inh	FXIa mix inh	Ec RNAP inh	CatS inh	C1s inh
38	Clc1ccc(-c2nn3c(-c4ccccn4)nnc3s2)c(Cl)c1	10	-2	-4	1	-6	4	-6	-4	1
39	COc1ccc(CCNC(=O)C2CC(=O)N(C3CCCC3)C2)cc1OC (centres undefined)	16	-1	3	0	-6	4	0	1	-4
40	Cc1cc(C(=O)N2CCN(C/C=C/c3ccccc3)CC2)cs1	8	-3	-1	4	1	5	4	-1	-1
41	Cc1c(Cl)cccc1N(CC(=O)N1CCCCCC1)S(C)(=O)=O	-13	-9	-4	5	3	1	-4	-4	13
42	Cc1ccc(CNC(=O)C2C3C=CC(C3)C2C(=O)O)cc1 (centres undefined)	3	3	8	1	-4	14	/	10	-1
43	CCOc1ccc(-n2c(=O)cc(N3CCN(c4ccc(F)cc4)CC3)[nH]c2=O)cc1	11	-3	1	-7	-2	1	3	2	-36
44	Cc1nc(C(C)(C)O)n(-c2ccccc2)n1	10	11	5	3	17	5	10	4	14
45	CC(C)c1nc2ccccc2c2nnc(SCC(=O)NCc3ccco3)n12	21	1	9	-2	4	8	2	10	4
46	COc1ccc(CCNCc2csc3nc4ccccc4n23)cc1OC	0	8	1	2	3	5	5	4	0
47	O=C(OCc1nnc(-c2ccccc2)o1)c1ccc2ccccc2n1	-6	-6	3	1	1	2	-19	6	-30
48	COc1cccc(-n2cc(C(=O)O)c3ccccc3c2=O)c1	12	8	4	1	3	-1	6	-3	3
49	c1ccc(COn2nnc3ccccc32)c(COn2nnc3ccccc32)c1	-2	1	-1	1	/	-2	1	2	-38
50	CC1=C(C#N)C(C)C2=C(CC(C)(C)CC2=O)N1 (centres undefined)	11	-3	-7	-6	-24	3	/	-7	-17
51	Cc1cc(C)n(-c2ccc(C(=O)OCc3nnc(-c4ccccc4)o3)cc2)n1	14	-2	5	0	/	4	7	8	-2
52	O=C(c1cc2ccccc2oc1=O)N1CCN(C(=O)C2CCCO2)CC1 (centres undefined)	10	4	-1	-2	1	1	2	15	-3
53	COc1ccc2c3c(cccc13)OCC2=O	3	1	1	2	-1	4	5	-2	3
54	CCOC(=O)Cn1nc(-c2ccccc2)nc1-c1ccccc1	8	0	3	-6	-5	4	3	-2	3
55	CC(C)OC(=O)CSc1nnc(-c2cnccn2)n1Cc1ccco1	-2	-10	-4	-3	6	-12	6	-9	-69
56	COc1ccc(C(=O)Nc2ccccc2C(=O)NCc2ccco2)cc1OC	2	8	2	5	4	-3	7	7	-3
57	CN(C)c1cccc(C(=O)NC2CCCCCC2)c1	12	10	3	6	5	7	5	-4	7
58	COc1ccc(S(=O)(=O)N(C)CC(=O)NCCC2=CCCCC2)cc1	0	10	3	4	2	5	5	11	17
59	CCOCCn1cnc2sc(C(=O)NCC(=O)OCC)c(C)c2c1=O	2	12	4	-3	5	11	7	6	41
60	CC(=O)Oc1cc(OC(C)=O)c2c(C)cc(=O)oc2c1	-1	-28	0	4	-63	-15	/	-22	-30

no.	structure	AP ELISA ortho	Cathepsin G inh	CatB mix inh	CatB inh	CatL inh	FXIa mix inh	Ec RNAP inh	CatS inh	C1s inh
61	COC(=O)C1=C(C)NC(=O)C1(Nc1ccc(Cl)cn1)C(F)(F)F (centres undefined)	17	-3	5	-2	-2	8	2	-22	8
62	O=C1c2ccccc2C(Nc2ccc(F)c(Cl)c2)N1Cc1ccco1 (centres undefined)	-1	9	-4	5	0	0	6	12	4
63	COC(=O)C1CCN(C(=O)C2CCCCC2)CC1	11	5	-2	-3	-9	8	1	-12	0
64	O=C(c1ccccc1)c1ccc(N2CCOCC2)c(NC(=O)c2ccco2)c1	13	3	8	0	-2	6	8	0	-1
65	COc1ccc(C(c2nnnn2C2CCCC2)N2CCC(C)CC2)cc1 (centres undefined)	13	0	0	1	15	6	-3	10	3
66	Cc1[nH]c2ccc(S(N)(=O)=O)cc2c1C	2	10	2	5	8	8	10	9	13
67	CC(C)C(OC(=O)c1cccs1)C(=O)NCc1ccco1 (centres undefined)	5	5	1	-1	1	0	4	-3	6
68	CCCCC(=O)Nc1ccc(F)c(Cl)c1	13	0	-3	-1	0	0	-2	15	-5
